# Mcl1-Bid inh: Mcl-1/Bid interaction inhibition. AID 1021. Q07820. TR-FRET Mcl-1/Bid-Dy647 peptide binding, 1536-well. 220,000 compounds, 0.97% hits. inhibition, % at 21.7 µM;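 active means compounds that cut the binding signal by more than half at the single screening dose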;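 further: His-tagged Mcl-1 with europium anti-His antibody binding Bid BH3 peptide; 0% = Mcl-1 plus peptide wells and 100% = peptide-only wells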
# RGS4-Gao reg: modulates binding of RGS4 to human Galphao. Multiplexed bead flow cytometry; actives lie on both sides. binding response (% of control), % at 10 µM. 220,000 compounds, 0.33% hits; in the data active means binding response below about 49% or above about 150%; inactive means in between;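 further: fluorescent Galphao activated with aluminum fluoride binding bead-coupled RGS4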
# Mcl-1 Bim block: human Bim-Mcl-1 interaction inhibition; Bead-based flow cytometry, Bim peptide-Mcl-1 binding; Q07820; inhibition, % at 10 µM; 190,000 compounds, 0.1% hits; in the data active means inhibition above about 40%;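 further: 0% = no compound tracer wells and 100% = peptide blocker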
# RGS7-Gao reg: modulates binding of RGS7 to human Galphao. binding response (% of control), % at 10 µM. P09471. 220,000 compounds, 0.35% hits. Multiplexed bead flow cytometry; actives lie on both sides; in the data active means binding response below about 49% or above about 150%; inconclusive means no clear call, values can overlap the other calls; inactive means in between;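 further: fluorescent Galphao held in activated GDP-AlF4 state binding bead-coupled RGS7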
# Pf gametocyte: P. falciparum stage V gametocyte viability inhibition; P. falciparum stage V gametocytes, ATP luminescence, 24 h; inhibition, % at 10.9 µM; 150,000 compounds, 0.065% hits;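 active means inhibition above the mean plus 3 SD of compounds within the control limits, set per campaign, cut at about 38% in these data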;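 further: 0% = DMSO wells and 100% = medium only without gametocytes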
# ABCG2 block: human ABCG2 inhibition, ABCB1 as counter-screen; AID 1325; IgMXP3 cells, JC-1 efflux, flow cytometry; inhibition, % at 6.6 µM; 190,000 compounds, 0.1% hits;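 active means inhibition above 80%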;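 further: 0% = DMSO and 100% = nicardipine control wells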
#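 material = IgMXP3 (ABCG2) plus far-red-tagged CCRF-Adr (ABCB1) cells | amount = 3 million cells/mL, equal mix of both lines | also added = JC-1 transporter substrate | dosing = one concentration, 6.6 µM final | schedule = 10 min at 25 °C | measured by = flow cytometric JC-1 green MFI at 530 nm | read-out basis = percent efflux inhibition, scaled nicardipine 100% to DMSO 0%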
# ABCB1 block: inhibitors of human ABCB1 transporter, ABCG2 counter-screen; P08183; CCRF-Adr cells, JC-1 efflux, flow cytometry; inhibition, % at 6.6 µM; 190,000 compounds, 0.067% hits; AID 1326; in the data active means inhibition above about 40%;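 further: 0% = vehicle and 100% = reference inhibitor; higher value means more JC-1 retained so stronger ABCB1 efflux block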
# Target sequence (P08183 whole entry, looked up): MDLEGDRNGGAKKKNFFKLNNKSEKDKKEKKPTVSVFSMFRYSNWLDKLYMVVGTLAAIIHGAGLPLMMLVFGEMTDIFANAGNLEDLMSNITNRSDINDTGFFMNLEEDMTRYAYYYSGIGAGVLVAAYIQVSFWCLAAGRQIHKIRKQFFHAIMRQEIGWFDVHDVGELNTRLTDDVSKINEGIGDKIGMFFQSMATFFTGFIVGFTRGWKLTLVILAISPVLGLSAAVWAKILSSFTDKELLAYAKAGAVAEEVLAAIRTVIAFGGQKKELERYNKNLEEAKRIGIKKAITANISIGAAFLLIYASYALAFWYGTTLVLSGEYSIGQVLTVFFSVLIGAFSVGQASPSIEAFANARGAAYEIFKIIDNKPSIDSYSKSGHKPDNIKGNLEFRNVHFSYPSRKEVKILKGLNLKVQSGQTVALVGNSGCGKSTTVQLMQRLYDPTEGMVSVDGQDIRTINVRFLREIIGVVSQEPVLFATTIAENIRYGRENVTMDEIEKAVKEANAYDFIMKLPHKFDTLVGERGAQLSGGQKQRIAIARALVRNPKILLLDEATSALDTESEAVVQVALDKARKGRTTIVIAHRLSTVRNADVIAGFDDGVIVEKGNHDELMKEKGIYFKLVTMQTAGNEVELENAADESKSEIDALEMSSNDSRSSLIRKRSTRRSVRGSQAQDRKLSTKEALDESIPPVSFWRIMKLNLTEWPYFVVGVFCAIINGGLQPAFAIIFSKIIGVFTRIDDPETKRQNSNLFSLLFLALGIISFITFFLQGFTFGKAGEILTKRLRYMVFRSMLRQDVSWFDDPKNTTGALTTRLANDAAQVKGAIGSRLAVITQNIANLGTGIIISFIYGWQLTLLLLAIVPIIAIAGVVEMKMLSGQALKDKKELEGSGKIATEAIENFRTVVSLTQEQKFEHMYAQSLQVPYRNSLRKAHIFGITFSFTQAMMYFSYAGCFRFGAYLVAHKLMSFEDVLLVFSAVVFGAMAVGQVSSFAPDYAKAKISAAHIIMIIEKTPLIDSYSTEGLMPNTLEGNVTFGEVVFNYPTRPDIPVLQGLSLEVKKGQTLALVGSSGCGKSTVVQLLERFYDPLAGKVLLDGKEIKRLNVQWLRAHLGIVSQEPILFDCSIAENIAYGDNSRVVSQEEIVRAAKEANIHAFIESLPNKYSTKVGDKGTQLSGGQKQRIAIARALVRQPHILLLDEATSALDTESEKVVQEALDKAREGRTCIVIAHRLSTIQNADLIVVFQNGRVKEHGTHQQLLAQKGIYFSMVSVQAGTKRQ
# Mcl1 Noxa PPI: Mcl-1/Noxa interaction inhibition; 220,000 compounds, 1.5% hits; inhibition, % at 21.7 µM; TR-FRET Mcl-1/Noxa peptide binding, 2 h; Q07820;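 active means compounds that cut the protein-peptide binding signal by more than 50% relative to plate controls in a single-dose test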;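 further: His-tagged Mcl-1 with rhodamine Noxa BH3 peptide and terbium anti-His antibody; 0% = Mcl-1 plus Noxa peptide wells and 100% = peptide-only wells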
# GSH bead fluor: GSH bead compound fluorescence profile; GSH beads flow cytometry, compound fluorescence 488/530 nm; stronger effect = higher value; AID 1776; 190,000 compounds, 0.25% hits; fluorescence (KMESF) at 10 µM; in the data active means fluorescence above about 89;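 further: glutathione beads carrying GST-tagged Bcl family fusion proteins plus one bare bead set; values are compound well signal with DMSO vehicle wells as background; inactives centre near 16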
# RGS8-Gao reg: modulates binding of RGS8 to human Galphao; AID 1423; 220,000 compounds, 0.34% hits; response (percent of control binding), % at 10 µM; P09471; multiplexed bead flow cytometry; actives lie on both sides; in the data active means response below about 60% or above about 140%; inactive means in between;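 further: Galphao activated as the GDP aluminium fluoride complex binding bead-coupled RGS8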
# Avidin bead fluor: avidin bead compound fluorescence profile | 220,000 compounds, 0.38% hits | Avidin beads, compound fluorescence 488/530 nm, flow cytometry; stronger effect = higher value | fluorescence (KMESF) at 10 µM; in the data active means fluorescence above about 47; further: inactives centre near 10
# Numbers without * were called inactive; ? = inconclusive; nt = not tested or not shown.
SMILES,Mcl1-Bid inh,RGS4-Gao reg,Mcl-1 Bim block,RGS7-Gao reg,Pf gametocyte,ABCG2 block,ABCB1 block,Mcl1 Noxa PPI,GSH bead fluor,RGS8-Gao reg,Avidin bead fluor
CCc1nc(C#N)c(N2CCOCC2)o1,-10,104,-3,108,28,-1,-0.1,-3,20,102,15
N#C/C(=C\c1c(Cl)cccc1Cl)c1nc2ccccc2o1,-2,102,-5,100,nt,1,0.4,-5,17,101,15
COc1cccc(C(=O)CSc2nnc(CNS(C)(=O)=O)n2-c2ccc(C)cc2)c1,-22,104,-5,94,-12,2,1.1,14,21,102,19
O=C(CSCCO)N1CCc2ccccc21,-5,93,-3,94,5,2,34,-11,31,97,12
O=C(CCCOc1ccc(Cl)cc1Cl)NNC(=O)c1ccc(NC(=O)c2ccccc2)cc1,-6,102,1,100,-9,-3,0.0,-112,10,105,14
CC1CCCN(C(c2ccccc2)c2sc3ncnn3c2O)C1 (stereo not given),-4,103,0,100,nt,-1,0.0,1,18,99,6
CC(=O)Nc1ccc(C(=O)Nc2ccc(S(=O)(=O)N3CCCC3)cc2)cc1,-5,101,1,102,nt,2,0.9,-6,21,102,35
COc1ccc(NC(=O)CC2COc3ccccc3O2)c(OC)c1 (stereo not given),-17,94,-2,91,nt,1,0.2,-2,23,95,32
O=c1c2ccccc2ncn1CCCOc1ccccc1[N+](=O)[O-],-7,99,0,98,nt,15,1.2,nt,25,100,10
OCCC1CN(Cc2nc(-c3ccccc3)cs2)CCN1C1CCCC1 (stereo not given),-12,93,-3,93,13,1,0.5,-7,10,98,9

# 6 entries already listed, ordered by molecular weight, smallest number first.
SMILES,Mcl1-Bid inh,RGS4-Gao reg,Mcl-1 Bim block,RGS7-Gao reg,Pf gametocyte,ABCG2 block,ABCB1 block,Mcl1 Noxa PPI,GSH bead fluor,RGS8-Gao reg,Avidin bead fluor
CCc1nc(C#N)c(N2CCOCC2)o1,-10,104,-3,108,28,-1,-0.1,-3,20,102,15
O=c1c2ccccc2ncn1CCCOc1ccccc1[N+](=O)[O-],-7,99,0,98,nt,15,1.2,nt,25,100,10
CC1CCCN(C(c2ccccc2)c2sc3ncnn3c2O)C1 (stereo not given),-4,103,0,100,nt,-1,0.0,1,18,99,6
COc1ccc(NC(=O)CC2COc3ccccc3O2)c(OC)c1 (stereo not given),-17,94,-2,91,nt,1,0.2,-2,23,95,32
OCCC1CN(Cc2nc(-c3ccccc3)cs2)CCN1C1CCCC1 (stereo not given),-12,93,-3,93,13,1,0.5,-7,10,98,9
COc1cccc(C(=O)CSc2nnc(CNS(C)(=O)=O)n2-c2ccc(C)cc2)c1,-22,104,-5,94,-12,2,1.1,14,21,102,19

# Remaining list, next part:
SMILES,Mcl1-Bid inh,RGS4-Gao reg,Mcl-1 Bim block,RGS7-Gao reg,Pf gametocyte,ABCG2 block,ABCB1 block,Mcl1 Noxa PPI,GSH bead fluor,RGS8-Gao reg,Avidin bead fluor
N#CC1=C(N)SC(N)=C(C#N)C1CCc1ccccc1,-18,100,-5,101,nt,2,-0.1,19,40,100,12
CCOC(=O)c1c(N2C(=O)C3C4C=CC(C4)C3C2=O)sc2c1CCC(C)C2 (stereo not given),11,101,-5,99,4,39,1.9,17,10,101,9
Cc1ccc(OC(C)C(=O)Nc2ccc(S(=O)(=O)Nc3cc(C)on3)cc2)cc1 (stereo not given),7,99,-3,99,7,23,0.2,24,36,100,17
CCOC(=O)C1=C(O)C(=O)N(Cc2cccnc2)C1c1ccc(C)cc1 (stereo not given),-34,101,-3,105,7,4,0.9,10,20,104,11
C/C(=N\NC(=O)c1nc(C)cc(C)n1)c1ccccc1,-19,106,-5,105,nt,15,0.6,-13,30,105,14
COCCCn1cc(C(=O)c2cc(Br)ccc2O)cc(C#N)c1=O,-33,87,2,99,-11,10,1.2,9,12,94,8
CCOC(=O)C(NC(C)=O)C(=O)O (stereo not given),0,107,0,107,nt,1,0.4,10,9,108,23
O=C(NC1CCCCCC1)c1cccs1,-143,103,-1,98,nt,27,1.7,-66,36,102,13
Cn1nc(OC(=O)Nc2ccc(F)cc2)cc1C(F)(F)F,-31,100,7,101,nt,nt,nt,3,16,99,7
COc1ccc(N2CCN(C(=O)CCSCc3ccccc3F)CC2)cc1,-16,101,0,94,18,5,-0.1,12,20,100,9
Cc1ccc(N(C(C)C(=O)N2CCOCC2)S(C)(=O)=O)cc1C (stereo not given),-21,100,1,98,-16,1,0.3,-4,21,101,8
Cc1ccc2nc(NC(=O)c3ccco3)sc2c1,-16,108,0,106,-5,2,0.1,-8,9,107,20
COc1cc(C=O)ccc1OCC(=O)N1CCOCC1,1,100,4,101,nt,0,0.1,-9,46,99,36
CCN(CC1CCCO1)C(=O)CCc1nnc(Cc2ccc3c(c2)OCO3)o1 (stereo not given),-24,100,0,99,10,-2,-2.8,12,16,96,6
CC(=O)C1=C(C)NC(=O)NC1c1cccs1 (stereo not given),-27,105,-130,101,21,0,-0.7,7,44,100,6
Cc1cccc(NC(=O)CN2C(=O)N/C(=C/c3cc(C)n(C)c3C)C2=O)c1,-18,96,-27,96,-21,-1,-0.8,27,10,99,24
COc1ccc(N(C2=NCCCS2)S(=O)(=O)c2ccc(C(C)(C)C)cc2)cc1,-40,99,0,103,-12,2,4.9,16,19,100,10
O=C(Nc1ccc(N2CCCCC2)cc1)c1ccc2ccccc2n1,-31,76,-1,?,7,3,0.1,47,14,92,8
COc1ccccc1/C=C/C=N/n1c(-c2ccc(Cl)cc2Cl)n[nH]c1=S,-64,89,nt,?,-12,nt,nt,-42,nt,93,4
COc1ccc(C)cc1NC(=O)C(OC(=O)CNC(=O)c1cccc(F)c1)c1ccccc1 (stereo not given),-14,103,-1,99,nt,0,0.0,12,12,101,13
c1ccc(CN2CCN(Cc3cn4cccnc4n3)CC2)cc1,-14,98,0,101,5,0,0.0,-4,12,100,10
Nc1ncn(CC(=O)c2ccccc2)n1,-85,101,-1,95,-3,5,0.3,7,18,102,10
Cc1cc(-c2ccco2)n(CC(=O)O)n1,-4,100,0,98,nt,3,0.7,22,20,102,33
CCCCNC(=O)CC1N=C2c3ccccc3N=C(SCC(=O)Nc3ccccc3OC)N2C1=O (stereo not given),-16,104,2,99,nt,nt,nt,3,17,101,5
CCn1c(COc2ccc(OC)cc2)nnc1SCC(=O)Nc1cc(OC)ccc1OC,-11,102,-1,99,nt,-1,0.2,21,23,103,18
CCC(C)NC(=O)C1(C)CCC(=O)N1CCc1ccc(OC)c(OC)c1 (stereo not given),-11,103,-2,102,-17,1,0.3,15,30,102,22
O=c1oc(-c2ccco2)nc2sc3c(c12)CCCC3,-16,102,-16,101,nt,2,0.4,6,20,102,5
O=C(O)c1cccc(COc2ccccc2Cl)c1,-6,99,0,100,nt,7,0.8,8,40,99,16
COc1ccc2nc(-c3ccccc3)cc(OC)c2c1,12,106,-4,106,-5,22,0.9,8,15,116,13
COc1cccc(C(=O)Nc2ccncc2)c1,-20,99,-1,95,nt,6,0.4,4,27,100,11

# Reformatted: 5 of the compounds above.
smiles	Mcl1-Bid inh	RGS4-Gao reg	Mcl-1 Bim block	RGS7-Gao reg	Pf gametocyte	ABCG2 block	ABCB1 block	Mcl1 Noxa PPI	GSH bead fluor	RGS8-Gao reg	Avidin bead fluor
CCC(C)NC(=O)C1(C)CCC(=O)N1CCc1ccc(OC)c(OC)c1 (stereo not given)	-11	103	-2	102	-17	1	0.3	15	30	102	22
COc1ccc2nc(-c3ccccc3)cc(OC)c2c1	12	106	-4	106	-5	22	0.9	8	15	116	13
COc1cccc(C(=O)Nc2ccncc2)c1	-20	99	-1	95	nt	6	0.4	4	27	100	11
c1ccc(CN2CCN(Cc3cn4cccnc4n3)CC2)cc1	-14	98	0	101	5	0	0.0	-4	12	100	10
CCn1c(COc2ccc(OC)cc2)nnc1SCC(=O)Nc1cc(OC)ccc1OC	-11	102	-1	99	nt	-1	0.2	21	23	103	18

# (list continues)
SMILES,Mcl1-Bid inh,RGS4-Gao reg,Mcl-1 Bim block,RGS7-Gao reg,Pf gametocyte,ABCG2 block,ABCB1 block,Mcl1 Noxa PPI,GSH bead fluor,RGS8-Gao reg,Avidin bead fluor
CC1=Nc2cc([N+](=O)[O-])ccc2NC(C)(C)C1,-41,99,-1,?,-22,-1,-0.3,15,18,97,8
Fc1cccc(Nc2nc(Cl)nc(Cl)n2)c1,-2,99,1,?,5,-1,0.0,0,9,101,8
CC(C)COc1ccc(Br)cc1CNC(C)(C)C,-13,99,-10,104,-10,3,1.9,14,13,98,7
COc1ccc(C(=O)CCC(=O)Nc2cccnc2)cc1,-13,0.8*,-26,2.6*,2,2,0.2,-1,9,6.2*,0
CCS(=O)(=O)N1CCC(C(=O)NCCCN2CCCC2)CC1,-30,88,-2,81,nt,-2,-2.9,-15,20,97,18
CCCCNC(=S)N(C)/N=C/c1c(F)cccc1F,-50,100,-2,97,6,2,0.5,-11,7,99,13
CC(=O)Nc1ccc(S(=O)(=O)N2CCN(C34CC5CC(CC(C5)C3)C4)CC2)cc1,-29,102,-1,100,16,-1,-0.2,16,24,106,9
O=C(O)C1OC(Oc2c(-c3ccc(O)c(O)c3)oc3cc(O)cc(O)c3c2=O)C(O)C(O)C1O (stereo not given),2,91,0,90,nt,0,0.9,53*,17,92,8
COc1ccc(NC(=O)CSc2n[nH]c(-c3ccco3)n2)cc1,-7,96,0,96,6,2,-0.2,8,56,97,10
CC(=O)c1ccc2noc(-c3ccc(C)cc3)c2c1,-10,102,-3,99,16,24,0.2,3,70,99,8
Nc1nonc1/C(=N/O)N1CCCC1,-58,103,1,97,nt,0,0.0,-12,7,105,18
Cc1cc(N2C(=O)c3ccc(C(=O)NCc4ccccc4)cc3C2=O)no1,-31,101,-2,101,nt,1,0.2,-6,17,101,20
O=C(NC(=S)Nc1ccc2oc(-c3cccnc3)nc2c1)c1cccc(Cl)c1,35,97,2,100,nt,31,3.0,8,11,98,13
O=C(NCc1nnc(SCC(=O)N2CCCCCC2)o1)c1ccco1,-10,97,-2,96,nt,0,-0.1,12,37,99,4
COC(=O)[C@H](C)[C@@H]1C[C@@]1(C)[C@@H](NC(=O)OCc1ccccc1)c1ccccc1,4,101,-1,105,-18,5,1.4,3,20,99,10
CC1=C(Cl)C2=NS(=O)(=O)CCN2C=C1Cl,-10,99,-1,94,10,1,0.0,-9,58,101,25
CCc1cccc(CC)c1NC(=S)NCCc1ccc(O)c(O)c1,-43,104,-1,102,-45,0,-0.1,42,12,101,20
CCOC(=O)c1cc(=O)c2ccc(OCC(=O)Nc3ccccc3)cc2o1,21,100,nt,?,3,nt,nt,-13,nt,97,4
C=CCc1ccc(OCCCN2CCCC(C)C2)c(OC)c1 (stereo not given),59*,95,-4,96,nt,-3,1.0,12,33,95,13
Cc1ccccc1C(=O)N1CCc2c([nH]c3ccccc23)C1C(F)(F)F (stereo not given),-12,95,nt,?,-3,nt,nt,-10,nt,99,3

# Source: PubChem

# Rows are unselected; about 3.3% have a hit in one of these screens.
